CatB mix inh: cathepsin B inhibitors from pooled compounds, primary screen, biochemical, compound mixtures, AMC fluorescence | P07858 | Purified cathepsin B, AMC dipeptide fluorescence | inhibition, %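 (ten-compound pools at 5 µM per compound and 50 µM total)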 | 62,000 tested, 0.06% active; in the data active = inhibition above about 22%, passing the limit was not always enough;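 also: 0% = enzyme without compound and 100% = no enzyme blank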
FXIa mix inh: FXIa protease inhibitors in compound pools, primary screen, biochemical, 10-compound mixtures; Coagulation factor XI (Homo sapiens), P03951; purified FXIa, fluorogenic substrate, pooled mixtures; inhibition, % at 5 µM; 62,000 tested, 0.19% active;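 also: each value is inhibition by a whole ten-compound pool holding the compound; 0% = enzyme with no mixture and 100% = wells lacking enzyme; strong numbers were not always called active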
C1s block: complement C1s protease inhibitors, primary screen, biochemical, 10-compound mixtures; Complement C1s subcomponent (Homo sapiens), P09871; purified C1s, fluorogenic AMC substrate, pooled mixtures; mean inhibition % of two 10-compound mixtures (hits give high values), % at 5 µM (by protocol); 62,000 tested, 0.16% active; AID 538, 2006;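 active = inhibition above 20% in each of the two 10-compound mixture wells holding the compound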;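 also: 0% = enzyme wells lacking compound mixture and 100% = no-enzyme blank wells; some compounds called inactive have numbers as strong as hits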
Target sequence (P09871 16-437 limits assumed): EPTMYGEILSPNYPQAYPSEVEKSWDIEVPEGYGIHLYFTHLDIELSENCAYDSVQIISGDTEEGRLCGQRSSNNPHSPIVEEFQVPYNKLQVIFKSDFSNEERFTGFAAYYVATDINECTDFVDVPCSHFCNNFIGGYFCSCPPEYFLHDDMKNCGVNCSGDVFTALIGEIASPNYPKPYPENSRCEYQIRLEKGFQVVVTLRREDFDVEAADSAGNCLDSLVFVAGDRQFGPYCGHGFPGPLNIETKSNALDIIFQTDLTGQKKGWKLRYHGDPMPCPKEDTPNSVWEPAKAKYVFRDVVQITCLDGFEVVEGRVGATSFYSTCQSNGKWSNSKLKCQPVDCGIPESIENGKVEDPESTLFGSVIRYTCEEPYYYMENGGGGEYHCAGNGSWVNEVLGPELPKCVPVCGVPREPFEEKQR
Target sequence (P09871 438-688 limits assumed): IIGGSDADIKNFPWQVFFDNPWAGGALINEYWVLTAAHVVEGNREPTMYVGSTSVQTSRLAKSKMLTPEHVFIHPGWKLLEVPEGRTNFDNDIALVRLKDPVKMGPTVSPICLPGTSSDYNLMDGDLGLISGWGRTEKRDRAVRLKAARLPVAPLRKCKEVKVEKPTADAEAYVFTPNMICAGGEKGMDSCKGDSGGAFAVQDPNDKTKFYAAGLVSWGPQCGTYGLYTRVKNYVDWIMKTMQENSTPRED
AP complement: alternative complement pathway inhibitors, primary screen, biochemical, ELISA, human serum, orthogonally pooled compounds. LPS-coated ELISA, C3 deposition; tested in compound mixtures. AID 1235, 2008. 62,000 tested, 0.08% active. inhibition, % at 5 µM;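 active = inhibition above 30% in each of the two pooled mixtures holding the compound, so the lower value exceeds 30%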;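 also: 0% = serum in Mg-EGTA without compound and 100% = EDTA serum blank; some compounds past the cut are filed as inactive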
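Assay system: human serum alternative complement pathway, C3 deposition on LPS-coated wells; Dosing: 5 µM per compound in ten-compound mixtures; Detection: Anti-C3 ELISA, OD 450 nm; Buffer or medium: Mg2+-EGTA GVB++ buffer containing human serum at 1:15 dilution; Timing: 1 h at 37 °C; Replication: two different pools per compound.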
FXIIa inh mix: human factor XIIa inhibitors, primary screen, biochemical, pooled compound mixtures, fluorogenic substrate; purified FXIIa; inhibition, % at 5 µM; 62,000 tested, 0.2% active;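 also: 0% = enzyme without compound and 100% = no enzyme blank; some results filed as inactive read as strong as hits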
CatL block: inhibitors of human cathepsin L, biochemical; 58,000 tested, 0.17% active; purified cathepsin L, fluorogenic substrate, fluorescence; Procathepsin L (Homo sapiens), P07711; inhibition, %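 (tested at 10 µM)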; AID 460, 2006; in the data active = inhibition above about 45%;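 also: 0% = enzyme with no compound and 100% = no enzyme blank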
CatS inh: inhibitors of human cathepsin S, biochemical, compound mixtures. AID 501, 2006. 62,000 tested, 0.06% active. recombinant cathepsin S, AMC dipeptide fluorescence, pooled mixtures. P25774. inhibition, %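 (tested at 5 µM per compound within 10-compound mixtures)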; in the data active = inhibition above about 32%, passing the limit was not always enough;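 also: 0% = enzyme without compound and 100% = blank without enzyme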
CatB inh: human cathepsin B inhibitors, primary screen, biochemical, fluorogenic substrate. purified cathepsin B, fluorescence. inhibition, %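 (tested at 10 µM)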. 63,000 tested, 0.1% active. AID 453, 2006; in the data active = inhibition above about 21%;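 also: 0% = enzyme with no compound and 100% = no enzyme blank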
Cathepsin G inh: human cathepsin G inhibitors, primary screen, biochemical, pooled compound mixtures, AMC fluorescence; P08311; purified enzyme, AMC-tetrapeptide fluorescence; inhibition, % at 5 µM (by protocol); 62,000 tested, 0.2% active; AID 581, 2007;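 active = inhibition above 20% in each of the two mixture wells holding the compound; inactive = inhibition of 20% or less in either well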;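 also: 0% = enzyme control without mixture and 100% = blank lacking enzyme; strong numbers were not always called active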
Target sequence (P08311 21-244 limits assumed): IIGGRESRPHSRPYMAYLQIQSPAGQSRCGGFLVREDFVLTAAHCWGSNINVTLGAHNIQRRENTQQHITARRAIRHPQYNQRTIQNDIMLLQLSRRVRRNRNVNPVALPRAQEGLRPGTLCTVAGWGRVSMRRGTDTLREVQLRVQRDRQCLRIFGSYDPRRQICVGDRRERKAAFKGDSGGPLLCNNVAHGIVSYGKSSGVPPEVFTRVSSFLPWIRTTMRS
An asterisk follows results filed as active; x = not tested or not shown. Rule as the data show it, unless noted: active = inhibition above about 20% (passing the limit was not always enough); inactive = the rest.

The opening 5 compounds, ahead of the listing:
Every second line gives: CatB mix inh, FXIa mix inh, C1s block, AP complement, FXIIa inh mix, CatL block, CatS inh, CatB inh, Cathepsin G inh
[1] O=C(CCN1C(=O)C2CC=C(Cl)CC2C1=O)N1CCCCC1 (centres undefined)
  0, 0, -2, -6, 10, 14, 1, 0, -7
[2] CCCCC(=O)Nc1cc2nn(-c3ccc(OC)cc3)nc2cc1C
  4, -8, -55, 20, 0, -138, -6, -5, -4
[3] O=C(CC1(O)C(=O)Nc2cc(Cl)cc(Cl)c21)c1ccccc1O (centres undefined)
  2, 1, -17, -4, 2, 5, 3, -2, -14
[4] CSCCC(NC(=O)c1ccco1)C(=O)OCC(=O)Nc1sccc1C#N (centres undefined)
  5, 8, 10, 12, 3, 12, 2, 11, 9
[5] CCN(c1ccccc1)c1ncnc2c1cnn2-c1ccccc1
  35, 22, -15, 19, -1, x, -3, -9, 17

All compounds of this part (from the top)
Every second line gives: CatB mix inh, FXIa mix inh, C1s block, AP complement, FXIIa inh mix, CatL block, CatS inh, CatB inh, Cathepsin G inh
[1] O=C(CCN1C(=O)C2CC=C(Cl)CC2C1=O)N1CCCCC1 (centres undefined)
  0, 0, -2, -6, 10, 14, 1, 0, -7
[2] CCCCC(=O)Nc1cc2nn(-c3ccc(OC)cc3)nc2cc1C
  4, -8, -55, 20, 0, -138, -6, -5, -4
[3] O=C(CC1(O)C(=O)Nc2cc(Cl)cc(Cl)c21)c1ccccc1O (centres undefined)
  2, 1, -17, -4, 2, 5, 3, -2, -14
[4] CSCCC(NC(=O)c1ccco1)C(=O)OCC(=O)Nc1sccc1C#N (centres undefined)
  5, 8, 10, 12, 3, 12, 2, 11, 9
[5] CCN(c1ccccc1)c1ncnc2c1cnn2-c1ccccc1
  35, 22, -15, 19, -1, x, -3, -9, 17
[6] COc1cccc(C(c2sc3nc(C)nn3c2O)N2CCN(C(=O)c3ccco3)CC2)c1 (centres undefined)
  2, 12, 2, 10, 2, -8, -2, -1, -1
[7] Brc1ccc(-c2nc(-c3ccccn3)no2)o1
  1, 7, 1, 3, 7, 5, -1, -1, -1
[8] c1ccc(-c2nc3c4ccccc4nc(N4CCN(c5ccccn5)CC4)n3n2)cc1
  5, 6, 4, 12, 2, -6, 3, 3, 19
[9] CCOC(=O)N1CCN(CC(O)COC2CC(C)CC(C)(C)C2)CC1 (centres undefined)
  -1, 9, 10, 3, 7, 12, 9, 4, 8
[10] Cn1c(N2CCCC2)nc2c1c(=O)n(Cc1cccc(F)c1)c(=O)n2C
  7, 6, 5, 19, 12, -2, 4, 1, 2
[11] CCCCOC(=O)C(C#N)c1nc2ccccc2nc1N1CCOCC1 (centres undefined)
  -5, 8, -7, 9, 16, -3, -4, -1, -4
[12] CCOC(=O)C(C)Sc1nnc(Cc2cc(=O)[nH]c(=O)[nH]2)n1-c1ccc(Cl)cc1 (centres undefined)
  -3, 2, -2, 2, 6, 4, 8, 3, 2
[13] CCN1CCN(C(=O)N[C@@H](C(=O)N[C@@H]2C(=O)N3[C@@H]2SC(C)(C)[C@@H]3C(=O)O)c2ccccc2)C(=O)C1=O
  -6, -25, -70, 12, 4, 17, -29, 11, -15
[14] COc1ccc(OC)c(C2C(C#N)=C(N)Oc3cc(N)ccc32)c1 (centres undefined)
  4, 4, -1, 9, 6, -1, 2, -1, -1
[15] O=C(NC1CCCCCC1)c1cc(S(=O)(=O)N2CCOCC2)ccc1N1CCCCC1
  4, 4, -8, 5, 14, 6, 10, 4, 6

The list goes on.
Every second line gives: CatB mix inh, FXIa mix inh, C1s block, AP complement, FXIIa inh mix, CatL block, CatS inh, CatB inh, Cathepsin G inh
[16] COc1ccc(C2C(C#N)=C(N)Oc3cc(C)n(Cc4ccncc4)c(=O)c32)cc1 (centres undefined)
  -2, 3, 2, -6, 0, 13, -1, 4, 1
[17] COc1cccc(C(=O)N2CCN(Cc3cccc(F)c3)CC2)c1
  2, 14, -16, 17, 0, 15, 3, 3, 7
[18] O=C1COc2ccc(C(=O)CSc3nnc(-c4cccs4)n3Cc3ccccc3)cc2N1
  1, 10, 10, 14, 5, x, 3, 2, 6
[19] O=C(Oc1ccc(OC(=O)N2CCOCC2)cc1)c1ccccc1
  1, 5, 11, 7, -4, x, 3, -1, 9
[20] Cc1cc(NCc2ccccc2)nc(-c2ccccc2O)n1
  0, 2, 3, 10, 2, -6, -6, 6, 3
[21] COc1cccc(OCCCCN2CCCCC2)c1
  2, -1, 35, -11, 4, 0, -2, 1, -12
[22] O=C(CSc1nnnn1-c1ccc2c(c1)OCO2)NCc1ccccc1
  6, 3, 15, 3, 9, 1, -7, 3, 10
[23] CCOC(=O)C1=C(C)SC2=NS(=O)(=O)CCN21
  7, 11, -36, 4, 1, 9, 11, -4, 1
[24] C=CCn1c(CNC(=O)c2ccccc2C)nnc1SCC(=O)NC1CCCC1
  2, 1, 12, 6, -1, 11, 10, 6, 12
[25] COCCCNC(=O)c1cc2c(-c3ccc(Cl)cc3)nn(C)c2s1
  3, 4, -24, -7, -4, 10, 9, 10, -10
[26] CCCNC(=O)NC(=O)CN1C(=O)NC(C)(c2ccc(C)cc2)C1=O (centres undefined)
  1, 5, 1, 12, -23, 27, 10, 0, 8
[27] Cc1cc(C(=O)Nc2cccnc2)no1
  3, 5, -16, -12, 3, -5, 4, 1, -8
[28] Cc1c(O)c(CN2CCCC2)cc2c3c(c(=O)oc12)CCC3
  -9, -35, -176, -8, 4, -152, -24, -10, -16
[29] O=C(COC(=O)c1ccccc1)NCC1CCCO1 (centres undefined)
  5, 6, 5, 13, 11, 6, 6, 3, 11
[30] C=CCOC(=O)C1=C(C)NC(SC)=C(C#N)C1c1ccc(OCC)cc1 (centres undefined)
  2, -1, -8, -11, 2, 1, -2, 1, 26

Remaining list, next part:
Every second line gives: CatB mix inh, FXIa mix inh, C1s block, AP complement, FXIIa inh mix, CatL block, CatS inh, CatB inh, Cathepsin G inh
[31] COCc1cc(=O)n2c(-c3ccc(C)cc3)n[nH]c2n1
  5, 5, 14, 10, -1, 19, 6, 3, 11
[32] COC(=O)c1cccc(Nc2nc3ccccc3nc2C)c1
  4, 14, -4, 22, -2, -7, -9, -3, -1
[33] CCC(C)NC(=O)CS(=O)(=O)Cc1nc(-c2cccc(OC)c2)oc1C (centres undefined)
  0, 9, 2, 18, 11, 6, 11, 0, 7
[34] C=CCNc1ncnc2c1[nH]c1ccccc12
  5, 5, 10, -9, -10, 8, -6, 2, 7
[35] COc1ccc(Cl)cc1NC(=O)CN1CCC(n2nnc3cc(C)ccc32)CC1
  2, 11, -2, 10, 17, 10, 12, -3, 10
[36] O=C(CSc1nnc(-c2ccc(Cl)cc2)o1)N1CCN(c2ccccc2)CC1
  6, 8, 6, -8, 24, 18, 8, -2, 0
[37] Cc1sc(NC(=O)c2ccco2)c(C(c2cccnc2)N2CCN(c3ccc(F)cc3)CC2)c1C (centres undefined)
  1, 4, -2, 12, 13, -3, -4, 1, -2
[38] Cc1ccc(CCNC(=O)C2CCN(S(=O)(=O)c3ccc4c(c3)CCC(=O)N4)CC2)cc1
  4, 3, -3, 17, 2, -7, -6, 0, -9
[39] COc1cc(C2C(C(C)=O)=C(O)C(=O)N2CCc2c[nH]c3ccccc23)ccc1O (centres undefined)
  2, 2, -26, -16, 7, 38, 14, 6, -5
[40] COC(=O)c1cccc(NC(=O)CN2CCC(NC(=O)c3cc(OC)c(OC)c(OC)c3)CC2)c1
  2, -6, -70, 4, 3, -8, -7, -2, -9
[41] O=C(CSc1ccc(Cl)cc1)OCc1nnc(-c2ccccc2)o1
  3, 8, -11, 0, 5, -3, 7, 3, -6
[42] Cc1ccccc1C(=O)N1CCN(c2ccc(NC(=O)c3ccco3)cc2Cl)CC1
  5, 8, 4, 14, -1, -2, 4, -1, 0
[43] COc1ccc(S(=O)(=O)Nc2cc(C)ccn2)cc1OC
  4, 7, -1, -1, 6, 11, 15, 8, -3
[44] O=C(Nc1cccs1)Nc1ccccc1Cl
  -1, 6, 28, 3, -1, 4, -3, 2, -4
[45] COc1ccccc1-n1nnnc1SCc1cc2c(cc1Br)OCO2
  5, 6, 1, 5, -4, 6, 3, 0, 3

More results:
Every second line gives: CatB mix inh, FXIa mix inh, C1s block, AP complement, FXIIa inh mix, CatL block, CatS inh, CatB inh, Cathepsin G inh
[46] COC(=O)CCC(NC(=O)c1cc(-c2ccc3c(c2)OCCO3)oc1C)C(=O)OC (centres undefined)
  55, 7, 13, 5, 0, -3, 63, 1, 10
[47] Fc1cccc(Cl)c1Cn1nnc2c(NCc3ccccn3)ncnc21
  4, 4, 11, 1, 2, -1, -11, 3, 12
[48] O=C(COC(=O)c1cc(-c2ccco2)nc2ccccc12)NCc1ccc2c(c1)OCO2
  2, 2, -22, 4, 0, -31, -6, 2, -5
[49] COc1cccc(C2CC(C(F)(F)F)n3ncc(C(=O)NCC4CCCO4)c3N2)c1 (centres undefined)
  6, 10, 14, 2, 12, 6, 13, 1, 9
[50] CC(C)(C)NC(=O)Cn1cc(C#N)c2cc(Br)ccc21
  5, 5, -4, 23, 8, 6, 4, 3, 9
[51] CCOC(=O)C1CCN(C(=O)C2CCN(c3nc4ccc(OC)cc4s3)CC2)CC1
  4, 11, -26, 7, 11, -6, -2, -1, 25
[52] Cc1cc(C)nc(SCc2nnc(SCC(=O)N3CCCc4ccccc43)n2C)n1
  9, 7, 15, 5, 2, -5, 19, 4, 15
[53] Cc1c(C(=O)NC(C)C)oc2c1-c1[nH]ncc1CC2
  0, -4, 0, 16, 8, -9, -8, -2, 8
[54] Cc1c(F)cccc1NS(=O)(=O)c1ccccc1C#N
  3, -1, -5, 24, 6, -2, -3, 2, 5
[55] CCOC(=O)Nc1cc(OC)c(OC)cc1Cc1nccc2cc(OC)c(OC)cc12
  2, -2, -8, -8, 7, 10, 4, 2, -18
[56] Cc1ccc(C)c(-n2c(SCC(=O)N3CCCC3)nnc2-c2ccccn2)c1
  -2, 8, -6, 20, -6, 15, 0, -4, -4
[57] CCN(CC)S(=O)(=O)c1ccc(C(=O)Nc2c3c(nn2C(C)(C)C)CS(=O)(=O)C3)cc1
  -1, -1, 16, 2, 12, 22, 4, -1, 5
[58] O=C(Nc1nccs1)C1CCCN1S(=O)(=O)c1ccc(Cl)cc1 (centres undefined)
  6, 3, 1, 5, 3, 10, 15, -4, -1
[59] CCN(CC)CCCNC(=O)C1c2ccccc2Oc2ccccc21
  0, 13, 4, 2, 10, 10, -1, -1, 3
[60] CCc1ccccc1-n1c(SCC(=O)Nc2ccc3c(c2)OCCO3)nc2[nH]ncc2c1=O
  1, 5, -14, 3, 5, -1, 16, 3, 0
[61] CCOc1ccc(NS(=O)(=O)c2ccc3c(c2)oc(=O)n3C)cc1
  -3, -7, -47, -12, 3, 30, 11, 10, -8

Entries by screen from the entries so far.
Entries 47 to 50 in FXIIa inh mix: 2, 0, 12, 8
Entries 47 to 50 in CatS inh: -11, -6, 13, 4

The list is partial. The share of hits here may be higher or lower than overall.
